From PubChem BioAssay
SRC2 inh: human SRC2 (NCOA2) inhibition; Q15596; 370,000 tested, 0.17% active; HEK293 GAL4-SRC2 luciferase reporter, luminescence; AID 651957; inhibition, % at 9 µM;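 active = inhibition above the mean inhibition of all tested compounds plus 3 SD, set per campaign, cut at about 52% in these data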;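 also: 0% = DMSO treated cells and 100% = cells given Gossypol at 36 µM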
MC4R ag barr: human MC4R agonism via beta-arrestin; 360,000 tested, 0.98% active; U2OS MC4R beta-arrestin complementation, luminescence; percent of melanotan II response, DMSO zero; activation, % at 8.9 µM; AID 540308;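 active = activation above a per-plate cutoff, the mean activation of sample wells on that plate plus 3 SD, cut at about 8% in these data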
SRC1 inh: inhibitors of human steroid receptor coactivator 1 (SRC1) | Q15788 | HEK293 GAL4-SRC1 luciferase reporter, luminescence | inhibition, % at 3.6 µM | 360,000 tested, 0.12% active | AID 588354;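 active = inhibition above the campaign mean plus 3 SD, with each screening campaign given its own cutoff, cut at about 60% in these data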;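 also: 0% = DMSO treated cells and 100% = gossypol at 36 µM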
ABHD5 PLIN5 PPI: blocks binding of human ABHD5 to perilipin-5. Q00G26+Q8WTS1. Split G. princeps luciferase complementation, luminescence, 4 h. inhibition, % at 4 µM. 360,000 tested, 0.78% active;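 active = inhibition above the mean inhibition across every tested compound plus 3 SD, cut at about 22% in these data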;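 also: 0% = DMSO only wells and the 100% control is not disclosed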
NCOA3 inh: inhibits human SRC3 coactivator; 360,000 tested, 0.17% active; inhibition, % at 3.6 µM; Q9Y6Q9; HEK293 GAL4-SRC3 luciferase reporter, luminescence;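 active = inhibition above a per-campaign cutoff, the mean of all compounds plus 3 SD, cut at about 60% in these data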;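 also: 0% = DMSO-treated cells and 100% = gossypol-treated cells at 36 µM; higher means less SRC3-driven luciferase light from the GAL4 reporter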
Target sequence (Q9Y6Q9 whole entry, looked up, the tested form may be a part): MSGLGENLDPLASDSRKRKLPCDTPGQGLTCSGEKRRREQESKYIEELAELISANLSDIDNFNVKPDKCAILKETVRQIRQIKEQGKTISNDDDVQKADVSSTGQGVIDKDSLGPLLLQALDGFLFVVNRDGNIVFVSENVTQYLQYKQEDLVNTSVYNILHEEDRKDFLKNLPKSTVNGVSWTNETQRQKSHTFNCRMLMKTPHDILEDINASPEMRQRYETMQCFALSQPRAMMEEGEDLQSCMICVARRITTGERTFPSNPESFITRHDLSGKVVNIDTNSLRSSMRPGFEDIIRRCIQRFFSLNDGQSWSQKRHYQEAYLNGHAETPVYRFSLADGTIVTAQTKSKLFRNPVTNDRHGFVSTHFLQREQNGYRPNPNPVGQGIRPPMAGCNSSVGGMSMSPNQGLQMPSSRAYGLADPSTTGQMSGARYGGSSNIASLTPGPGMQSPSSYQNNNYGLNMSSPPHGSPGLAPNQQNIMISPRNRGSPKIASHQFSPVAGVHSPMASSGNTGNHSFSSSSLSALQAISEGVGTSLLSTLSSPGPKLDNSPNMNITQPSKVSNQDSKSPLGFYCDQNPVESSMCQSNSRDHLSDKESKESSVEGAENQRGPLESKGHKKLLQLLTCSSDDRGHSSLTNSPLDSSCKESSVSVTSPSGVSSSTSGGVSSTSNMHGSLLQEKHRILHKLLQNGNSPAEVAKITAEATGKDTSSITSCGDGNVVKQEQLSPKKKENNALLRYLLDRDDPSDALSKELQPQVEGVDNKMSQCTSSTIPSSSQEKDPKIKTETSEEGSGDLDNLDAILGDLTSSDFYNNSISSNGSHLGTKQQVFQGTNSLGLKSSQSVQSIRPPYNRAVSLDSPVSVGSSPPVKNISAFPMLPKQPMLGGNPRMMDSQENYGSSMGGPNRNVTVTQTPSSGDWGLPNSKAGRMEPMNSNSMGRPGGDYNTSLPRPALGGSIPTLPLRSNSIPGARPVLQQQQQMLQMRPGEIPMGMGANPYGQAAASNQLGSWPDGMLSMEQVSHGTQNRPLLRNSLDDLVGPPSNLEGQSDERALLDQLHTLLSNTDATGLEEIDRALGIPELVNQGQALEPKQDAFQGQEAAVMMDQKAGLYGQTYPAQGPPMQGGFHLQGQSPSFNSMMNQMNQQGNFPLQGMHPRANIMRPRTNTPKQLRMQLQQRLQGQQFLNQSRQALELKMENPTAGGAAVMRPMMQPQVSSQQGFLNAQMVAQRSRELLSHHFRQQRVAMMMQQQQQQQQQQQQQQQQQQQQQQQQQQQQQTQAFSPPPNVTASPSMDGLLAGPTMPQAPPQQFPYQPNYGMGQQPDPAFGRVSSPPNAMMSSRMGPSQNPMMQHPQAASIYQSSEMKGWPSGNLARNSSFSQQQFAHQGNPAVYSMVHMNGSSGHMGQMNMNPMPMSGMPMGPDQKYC
TLR9-MyD88 block: inhibitors of human TLR9-MyD88 binding; CHO BLA complementation TLR9-MyD88, CCF4 FRET ratio; inhibition, % at 4.98 µM; 340,000 tested, 0.21% active;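 active = inhibition above the mean over all tested compounds plus 3 SD, cut at about 21% in these data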;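 also: 0% = DMSO only wells and 100% = clavulanate BLA inhibitor control wells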
EBV LMP1 NFkB: Epstein-Barr LMP1 NF-kappaB reporter inhibition. LMP1-induced NF-kappaB luciferase reporter cells, luminescence. inhibition, % at 12.5 µM. 350,000 tested, 0.69% active; in the data active = inhibition above about 41%;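 also: 0% = neutral control wells and 100% = reference inhibitor control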
MC4R antagonist: antagonists of human melanocortin 4 receptor (MC4R); P32245; inhibition, % at 6.5 µM; 360,000 tested, 0.48% active; MC4R-expressing cells, MTII-stimulated cAMP, LANCE TR-FRET; AID 540295;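 active = inhibition above its plate's cutoff, the mean of tested wells on that plate plus 3 SD, cut at about 29% in these data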;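 also: 0% = Melanotan II alone and 100% = Melanotan II plus saturating MCL0020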
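Assay system: U2OS-MC4R stable cell line; Also added: Melanotan II; Technique: Eu-cAMP/anti-cAMP TR-FRET, emission 671 nm; Times: 30-min compound, 1-h challenge, 1-h detection, room temperature.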
NOD2-RIPK2 inh: NOD2-RIPK2 protein interaction inhibition; inhibition, % at 4.98 µM; 360,000 tested, 0.38% active; CHO BLA complementation NOD2-RIPK2, CCF4 ratio; AID 624267; in the data active = inhibition above about 21%;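 also: 0% = vehicle only and 100% = reference blocker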
NR2F2 inh: NR2F2 (human) inhibition, primary screen | 370,000 tested, 0.7% active | AID 686940 | inhibition, % at 8.6 µM | P24468 | HEK293T NGFI-A luciferase reporter, luminescence;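 active = inhibition above a per-plate cutoff, mean inhibition of test wells between control levels plus 3 SD, cut at about 38% in these data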;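 also: cells cotransfected with COUP-TFII expression vector driving the NGFI-A reporter; 0% = median of COUP-TF2 test wells and 100% = reporter-only cells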
LRH-1 inv ag: inverse agonists of human LRH-1 (NR5A2); HEK293T StAR-luciferase reporter, LRH-1 transfected, 24 h; inhibition, % at 3.6 µM; 360,000 tested, 0.13% active;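 active = inhibition above the mean inhibition of all tested compounds plus 3 SD, cut at about 73% in these data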;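 also: 0% = DMSO wells and 100% = reporter-only cells lacking LRH-1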
* = called active by the depositor; nt = not tested or not shown. An excerpt; count on the stated rates, not on these rows.

SMILES	SRC2 inh	MC4R ag barr	SRC1 inh	ABHD5 PLIN5 PPI	NCOA3 inh	TLR9-MyD88 block	EBV LMP1 NFkB	MC4R antagonist	NOD2-RIPK2 inh	NR2F2 inh	LRH-1 inv ag
COCc1cc(Sc2ccc(OC)cc2)nc(-c2ccccc2)n1	14	0.6	-16	-4	-1	0	-3	7	-11	-10	-11
CCOc1ccc(NC(=O)n2ncc3c(C)cccc32)cc1	-26	-2.1	-82	4	-119	-3	-25	9	-3	-8	-40
CCN(CC)C(=O)c1sc(NC(=O)c2ccoc2C)c(C(=O)OC)c1C	2	1.9	-20	-2	9	-6	-1	5	-18	-1	30
CN(C(=O)c1cccc(NC(=O)Cc2ccc(NC(=O)C3CCCN(C(=O)C4CCC4)C3)cc2)c1)C1CCCC1 (configuration not stated)	-3	-1.4	-9	14	-15	13	3	6	5	-12	3
O=C(O)CCC(=O)Nc1ccc(Oc2ncnc3cc(Cl)ccc23)nc1	-5	0.1	-16	-1	0	nt	nt	-3	0	2	-11
CC(C)c1nccn1S(=O)(=O)c1cccc([N+](=O)[O-])c1	8	-0.6	-13	2	6	-4	-20	5	-11	1	10
Cn1c(=O)c2c(nc(CN3CCN(c4cccc(Cl)c4)CC3)n2CCc2ccccc2)n(C)c1=O	-13	0.5	7	-1	0	-8	10	14	4	-4	6
CSc1sccc1/C=N/O	-37	-1.4	-23	-2	3	-7	3	-3	5	-28	-36
Cc1ccc2c(c1)N(CC(=O)NCc1ccco1)C(=O)C(C(C)C)O2 (configuration not stated)	13	-1.3	-1	-5	20	0	-11	1	-16	5	-13
COC(=O)c1sccc1NC(=O)CC1C(=O)NCCN1C(=O)c1c(F)cccc1Cl (configuration not stated)	19	1.8	13	-10	19	0	7	-4	-3	7	-4
CCOc1ccc(S(=O)(=O)NCCC(=O)N(C)Cc2cccs2)cc1	-5	-3.6	-46	-1	13	3	-5	4	-12	-10	3
Cn1c(=O)cc(SCC(=O)NCCCN2CCOCC2)c2ccccc21	-8	-1.4	-13	3	10	-3	-4	5	-2	7	-19

Rewritten with values under each structure: entries from further up.
Value order – SRC2 inh, MC4R ag barr, SRC1 inh, ABHD5 PLIN5 PPI, NCOA3 inh, TLR9-MyD88 block, EBV LMP1 NFkB, MC4R antagonist, NOD2-RIPK2 inh, NR2F2 inh, LRH-1 inv ag
> CCN(CC)C(=O)c1sc(NC(=O)c2ccoc2C)c(C(=O)OC)c1C
  2, 1.9, -20, -2, 9, -6, -1, 5, -18, -1, 30
> COC(=O)c1sccc1NC(=O)CC1C(=O)NCCN1C(=O)c1c(F)cccc1Cl (configuration not stated)
  19, 1.8, 13, -10, 19, 0, 7, -4, -3, 7, -4

(further entries)
SMILES	SRC2 inh	MC4R ag barr	SRC1 inh	ABHD5 PLIN5 PPI	NCOA3 inh	TLR9-MyD88 block	EBV LMP1 NFkB	MC4R antagonist	NOD2-RIPK2 inh	NR2F2 inh	LRH-1 inv ag
NC(=O)C1CCN(CC(=O)Nc2ccccn2)CC1	6	0.1	-3	1	-6	-11	-2	-6	3	-9	4
O=C(N/N=C/c1ccc(F)cc1)c1cc(-c2ccco2)nc2ccccc12	0	-0.3	-13	3	-12	-13	3	-3	-2	-3	10
CS(=O)(=O)c1ccc(-c2csc(C(O)(c3ccccc3)C(F)(F)F)n2)cc1 (configuration not stated)	21	-0.9	9	-3	-4	nt	nt	13	4	9	34
COc1ccc(C)cc1CN(C)c1ccc(S(=O)(=O)N2CCN(C)CC2)cn1	-11	-1.3	-2	-4	-8	-5	-4	15	-2	8	-6
Cc1ccccc1CCN(C(=O)c1csnn1)C(C(=O)NC1CCCC1)c1ccco1 (configuration not stated)	-11	-0.9	15	7	2	-1	-4	3	0	9	0
CCOC(=O)CN1N=C(c2ccc(Cl)s2)CSC1=O	6	-0.6	-13	-2	24	2	4	11	-4	-16	-11
CC(C)(C)c1ccc(Oc2ccc(NC(=O)c3ccccc3C(=O)O)cn2)cc1	85*	0.3	34	2	47	nt	nt	-3	-14	80*	35
COC(=O)c1sccc1NC(=O)Nc1ccc(C)cc1C	-4	-1.2	-17	-1	-9	2	1	-1	-9	7	6
Cc1ccc([N+](=O)[O-])cc1S(=O)(=O)Nc1ccc(O)c(Sc2ncn[nH]2)c1	30	-5.6	2	7	3	-7	-2	3	-14	21	-13
O=C(Nc1ccc(N2CCN(C(=O)c3ccccc3F)CC2)cc1)c1cncc(Br)c1	30	-4.3	58	3	57	14	21	6	-8	23	3
CCN(C(=O)COC(=O)c1ccccc1SCC(=O)N1CCCC1)C1CCS(=O)(=O)C1 (configuration not stated)	-13	-1.2	-61	5	3	2	2	-6	-2	-15	0
Cn1c(=O)c2cc(NC(=O)Nc3cccnc3)ccc2n1Cc1ccc(Cl)cc1	0	-0.8	-19	-3	-15	nt	nt	9	-5	-5	-27
CCc1ccc(NC(=O)N2CCN(C(=O)C3CCCO3)CC2)cc1 (configuration not stated)	-4	-3.4	-23	8	-2	-13	7	11	-3	-31	-2
Cc1ccc(OCCn2cc(/C(N)=N/O)c3ccccc32)cc1C	-20	-0.1	9	2	-7	-3	-11	0	1	-15	3
O=C(CCNC(=O)N1CC(=O)Nc2ccccc21)NCc1ccccc1Cl	25	-1.8	-17	3	-3	-7	13	20	4	18	-17
O=C(CCN1CCN(CCO)CC1)Nc1ccc(OCc2ccccc2)cc1	-44	-1.9	-7	-1	-9	4	6	6	4	10	-19
Cc1cc(C)n2nc(SCC(=O)N(C)c3ccccc3)nc2n1	-10	-0.5	2	1	6	-3	-4	4	3	7	-16
Cc1cc(Cl)ccc1NC(=O)CCC(=O)N/N=C/c1cc([N+](=O)[O-])ccc1O	-14	-1.6	4	-3	19	-7	14	4	8	-1	6
N#CCCNS(=O)(=O)c1ccc(C(=O)OCC2CCCCC2)cc1	6	6.3	-2	1	6	8	-7	-4	-5	-6	15
CN1OC[C@@H]2CN(S(=O)(=O)c3cc(Cl)cc(Cl)c3)[C@H](c3ccc(-c4ccc(C#N)cc4)cc3)C[C@@H]21	8	nt	-6	-9	3	nt	nt	nt	6	-31	-21
CCc1ccc([C@@H]2C[C@H]3[C@@H](CN2S(=O)(=O)c2ccc(C)cc2)C(=O)C[C@@H](c2ccc(C)cc2)N3S(=O)(=O)c2ccc(C)cc2)cc1	-2	1.3	11	-4	18	0	-3	-4	-5	-2	18
C/C(=N/NC(=O)c1ccc(Br)o1)c1ccncc1	-31	-2.8	-46	-1	-27	3	1	1	-6	-22	-60
CCc1nc2c(OCCOC)cccn2c1N(C)C(=O)c1ccc(C)cc1	11	-0.6	8	-4	6	nt	nt	5	-1	5	10
CCOC(=O)c1ccc(N[C@@H]2CCN3C(=O)c4ccccc4[C@@H]3C[C@H]2O)cc1	-24	0.4	8	11	2	-8	1	10	-15	-1	10
Nc1nnn(CC(=O)N/N=C/c2ccc(Cl)cc2Cl)n1	0	1.6	4	1	19	-8	6	3	-4	-16	14
COc1ccc(-c2nn(-c3ccccc3)cc2/C=C/C(=O)OCC(=O)Nc2cccc(C#N)c2)cc1	8	0.5	-3	-5	-15	-6	-3	4	36*	-6	-4
CC(C)(C)c1ccc(OCC(=O)NC2CCS(=O)(=O)C2)cc1 (configuration not stated)	-14	-0.1	-12	5	4	-2	-5	4	4	-9	-7
COc1ccc(-c2nc3c4ccccc4[nH]c(=O)n3n2)cc1	-36	-3.1	-82	9	-68	8	-12	-4	6	-60	-53
c1ccc(NN(Cc2ccncc2)c2ccccc2)cc1	12	-2.8	-5	6	-7	8	1	6	-4	-4	-7
COc1cccc(NC(=O)C2C3CC4OC(=O)C2C4C3)c1 (configuration not stated)	4	-1.3	-15	0	-10	12	-9	6	4	-2	11
CNC(=O)c1c(NC(=O)c2ccc(N3C(=O)CCC3=O)cc2)sc2c1CCCC2	1	-1.0	3	8	10	-7	0	9	-4	-9	-9
CCOc1ccc(NC(=O)Cn2nnc(-c3ccccc3NC(=O)C3CC3)n2)cc1	-33	-0.1	1	-2	13	9	5	12	-10	-8	4
O=C(COC(=O)C1CCN(S(=O)(=O)c2ccc3c(c2)OCCO3)CC1)NC1CCS(=O)(=O)C1 (configuration not stated)	-9	-1.8	-12	-7	8	2	-1	-4	2	7	10
Cc1cc(C)cc(NC(=O)CCN2CCCC2)c1	-1	0.0	0	-8	0	-6	15	-2	5	4	-6
O=C(N[C@@H](Cc1c[nH]c2ccccc12)C(=O)O)C1CCN(S(=O)(=O)c2cccs2)CC1	-10	0.5	-22	7	14	-3	11	-9	-7	21	11
O=S(=O)(c1ccc(F)cc1)N1CCN(c2ccc(F)cc2)CC1	6	-1.7	-3	-5	-1	-1	6	1	-3	-1	0
c1ccc(-c2nnc3n2CCCC3)cc1	8	-1.0	12	2	9	6	1	1	-1	-1	-3
OC(c1ccc2ccccc2c1)c1ncc(-c2ccc(C(F)(F)F)cc2)[nH]1 (configuration not stated)	-3	4.1	-1	-16	13	nt	nt	9	6	2	21
COC(=O)c1cccc(NC(=O)c2ccc(S(=O)(=O)N3CCN(C)CC3)cc2)c1	9	0.3	13	-2	7	1	3	6	1	1	12
CCCn1c2ccccc2c2nnc(SCC(=O)Nc3ncccn3)nc21	-26	-3.1	-26	-6	-46	-6	-7	13	3	-7	7
O=C(c1ccccn1)N1CCCC(N2CCN(c3cccc(C(F)(F)F)c3)CC2)C1 (configuration not stated)	-6	-1.8	5	-9	-35	-13	-2	-3	-8	6	1
CCCCN(Cc1nc2ccccc2c(=O)[nH]1)C(=O)CN1C(=O)NC2(CCCCC2)C1=O	5	-1.2	-7	-7	-6	4	3	11	2	-13	-5
O=C(NC(=S)NC1CCS(=O)(=O)C1)c1cccc([N+](=O)[O-])c1 (configuration not stated)	-14	-0.4	-5	-3	8	-10	4	4	-2	6	19
Cc1ccn2c(NCc3ccccc3)c(-c3cccs3)nc2c1	-39	0.6	-19	5	-12	-14	-11	10	-2	-44	2
CN(C)C(=O)c1nnsc1Sc1ccc(Cl)cc1	-27	-0.5	-23	0	-16	4	-6	-2	0	-20	-18
C[C@H](CO)N1C[C@H](C)[C@@H](CN(C)S(=O)(=O)c2ccc(F)cc2)Oc2ccc(NC(=O)C3CCCCC3)cc2C1=O	4	2.2	-7	-8	7	-2	2	3	-4	-6	4
O=C(COC(=O)c1ccc[nH]c1=O)NC1CCCCCC1	-13	-2.0	-1	0	-1	-2	-5	7	2	-10	-15
O=S1(=O)C[C@H](N2CC[C@@H](O)C2)[C@@H](COCc2ccccc2)N1	12	nt	8	1	-15	nt	nt	nt	2	-1	-4
O=C1c2ccc(Br)cc2C(=O)N1c1ccc(Cc2ccncc2)cc1	20	-1.3	3	6	10	4	0	-1	-4	15	-6
COc1ccc(OC)c(C2=Nn3c(nnc3-c3cccc(OC(C)C)c3)SC2)c1	-10	-0.9	-15	1	6	4	6	-6	-3	-2	3
